MEKK2wt PB1 HTS: modulators of MEK5 binding to wildtype MEKK2, primary screen, biochemical, multiplex bead flow cytometry, Alexa488-MEK5; Mitogen-activated protein kinase kinase kinase 2 (Homo sapiens), Q9Y2U5; Alexa488-MEK5 binding to MEKK2 WT; actives lie on both sides; binding response (% of control), % at 10 µM; actives 1.1% (n = 290,000); AID 1531, 2009; in the data active = binding response below about 67% or above about 130%
VIM-2 inh: VIM-2 metallo-beta-lactamase inhibitors, primary screen, biochemical, epi-absorbance readout, Pseudomonas aeruginosa enzyme | purified VIM-2, nitrocefin hydrolysis, epi-absorbance fluorescence | inhibition, % at 5.6 µM | actives 0.89% (n = 290,000) | AID 1527, 2009;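 active = inhibition above the mean of all tested compounds plus 3 SD, cutoff set per screening run, cut at about 7.5% in these data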;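 also: red hydrolysis product quenches plate fluorescence so inhibitors raise well fluorescence; 0% = enzyme with DMSO and 100% = DMSO without enzyme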
DNA FID counter: compounds displacing fluorescent DNA intercalator, primary screen, artefact control for HCV NS3 helicase inhibitor project, biochemical, FID fluorescence; actives 0.17% (n = 290,000); inhibition, % at 7.9 µM; AID 1845, 2009; DNA fluorescent intercalator displacement; in the data active = inhibition above about 37%;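 also: 0% = vehicle and 100% = reference compound; higher means more ethidium bromide displaced from hairpin DNA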
PfM18AAP inh: PfM18AAP inhibitors, malaria aminopeptidase, primary screen, biochemical, QFRET, recombinant enzyme. M18 aspartyl aminopeptidase (Plasmodium falciparum 3D7). H-Glu-NHMec fluorogenic cleavage. inhibition, % at 7.35 µM. actives 1.2% (n = 290,000);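 active = inhibition above the campaign mean inhibition over all tested compounds plus 3 SD, cut at about 28% in these data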;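 also: 0% = plate median of test compound wells and 100% = 2 mM ZnCl2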
HCV NS3 hel inh: inhibitors of HCV NS3 helicase, primary screen, biochemical, Cy5 molecular beacon fluorescence; Hepatitis C virus NS3 helicase; NS3 helicase DNA unwinding; inhibition, % at 10.9 µM; actives 0.56% (n = 290,000);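 active = inhibition above the mean of all tested compounds plus 3 SD, set per campaign, cut at about 35% in these data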;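 also: 0% = DMSO wells and 100% = thioflavine S control wells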
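Assay system: hepatitis C virus NS3 helicase domain fragment enzyme. Also added: annealed dual-labelled DNA beacon duplex, ATP-started. Timing: 1 h reaction at 25 °C, ATP-initiated. Technique: Cy5 fluorescence at 0 and 60 min, beacon hairpin quenching. Evaluation: % inhibition of unwinding. Replication: one well per compound.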
IMP-1 inh: IMP-1 metallo-beta-lactamase inhibitors, primary screen, biochemical, epi-absorbance readout, Pseudomonas aeruginosa enzyme | metallo-beta-lactamase IMP-1 (Pseudomonas aeruginosa) | purified IMP-1, nitrocefin hydrolysis, epi-absorbance fluorescence | inhibition, % at 5.6 µM | actives 0.45% (n = 290,000);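 active = inhibition above the mean plus 3 SD of all compounds in the same screening run, cut at about 4.5% in these data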;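 also: 0% = IMP-1 with DMSO and 100% = DMSO wells lacking enzyme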
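System: Purified recombinant IMP-1 metallo-beta-lactamase enzyme | Measured by: Fluorescence quenching readout, ex 480/em 530 nm | Replication: Singlicate | Incubation: 15 min preincubation plus 25 min reaction at 25 °C | Evaluation: Percent inhibition from optical density relative to buffer-blank wells | Benchmarks: DMSO with and without IMP-1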
UBC9 SUMO inh: inhibitors of in vitro SUMOylation cascade, primary screen, biochemical, HTRF, uHTS. actives 0.36% (n = 290,000). HTRF SUMOylation assay, SAE1/SAE2 + UBC9. AID 2006, 2009. inhibition, % at 35 µM; in the data active = inhibition above about 50%, passing the limit was not always enough; also: strong numbers were not always called active
Target sequence (P63279 whole entry, looked up): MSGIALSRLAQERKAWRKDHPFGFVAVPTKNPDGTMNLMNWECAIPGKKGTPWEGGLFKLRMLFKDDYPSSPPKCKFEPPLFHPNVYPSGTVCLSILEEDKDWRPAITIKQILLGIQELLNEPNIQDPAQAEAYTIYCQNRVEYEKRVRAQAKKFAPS
NALP1 inh: NALP1 inflammasome inhibitors in reconstituted yeast, colorimetric, S. cerevisiae, triplicate retest | S. cerevisiae NALP1/ASC/caspase-1 growth, X-gal OD620, 72 h | inhibition, % at 10 µM | actives 0.61% (n = 280,000) | AID 2071, 2009; in the data active = inhibition mostly above about 24%, no sharp cut-off; inactive = mostly below about 32%; also: some compounds called inactive have numbers as strong as hits
MEKK2 mut-MEK5: MEK5 binding signal on mutant MEKK2 PB1, primary screen, biochemical, multiplex bead flow cytometry, Alexa488-MEK5; Alexa488-MEK5 binding to MEKK2 mutant; percent response, % at 10 µM; actives 0.35% (n = 290,000); in the data active = percent response above about 24%, passing the limit was not always enough; also: inactives centre near 1; some results filed as inactive read as strong as hits
The depositor's hits bear a star; . = no result given; & = joins results of further samples.

SMILES | MEKK2wt PB1 HTS | VIM-2 inh | DNA FID counter | PfM18AAP inh | HCV NS3 hel inh | IMP-1 inh | UBC9 SUMO inh | NALP1 inh | MEKK2 mut-MEK5
CC(=O)OCC1OC(Nc2cccc(C)c2)C(OC(C)=O)C(OC(C)=O)C1OC(C)=O (stereo not drawn) | 100 | 1.0 | -1 | -8 | 4 | -1.8 | 7 | 12 | 3
COc1ccc(-c2noc(CCCC(=O)Nc3cccnc3)n2)cc1OC | 102 | -1.1 | -17 | -3 | -4 | 0.3 | 5 | -1 | 1
COc1ccccc1C1NC(=O)NC(C)=C1C(=O)OC1CCCC(C)C1 (stereo not drawn) | 109 | 0.1 | -34 | 2 | -6 | -2.9 | 1 | 12 | 17
CCN1CCN(C(=O)C2(NC(=O)Nc3cccc(F)c3)CCCCC2)CC1 | 99 | -0.9 | 9 | 2 | -9 | 2.2 | -15 | 9 | 5
FC(F)(F)c1cccc(Nc2cc(-c3ccccc3)nc3ncnn23)c1 | 98 | -3.1 | -5 | -9 | -1 | -3.1 | 16 | . | -11
CCCCOC(=O)C1=C(C)NC(=O)NC1c1ccc([N+](=O)[O-])s1 (stereo not drawn) | 97 | -0.6 | -6 | 15 | -2 | 0.7 | -9 | 20 | 0
Cc1cc(C)cc(N2CCCC2=O)c1 | 95 | -2.1 | -5 | -4 | 4 | -2.9 | -21 | -2 | 3
CNC(=O)NC(=O)CSc1nc2sccc2c(=O)n1-c1ccccc1 | 101 | -4.3 | -5 | 1 | 6 | -4.0 | -1 | 11 | 5
COc1cccc(CN2CCN(Cc3cccn3-c3cccnc3)CC2CCO)c1 (stereo not drawn) | 98 | -3.2 | 0 | -6 | -1 | -1.5 | 14 | -17 | -6
Cn1c(=O)c(C(=O)CN2CCc3ccccc32)c(N)n(Cc2ccccc2)c1=O | 91 | -1.6 | -11 | 9 | 7 | -3.5 | -4 | 24 | 3
COC(CNC(=O)C1CCN(C(=O)c2cc3oc(C)cc3n2Cc2c(F)cccc2Cl)CC1)OC | 102 | -0.1 | -27 | -4 | 2 | 0.4 | 11 | -4 | -1
CN(Cc1ccccc1)c1nc2c(c(=O)[nH]c(=O)n2C)n1Cc1ccccc1Cl | 69 | -4.2 | -5 | 2 | -2 | -3.0 | 6 | 20 | -11
Cc1ncoc1C(=O)N1CCCC(C(=O)c2ccc(C(F)(F)F)cc2)C1 (stereo not drawn) | 104 | -2.2 | -18 | -3 | -3 | -1.0 | -6 | -6 | 4
Cn1c(CC(=O)Nc2ccccc2F)nnc1SCC(=O)NC1CCCC1 | 101 | 0.0 | -9 | -18 | -13 | -1.8 | 17 | 8 | -3
COc1ccc2c3c1OC1CC(O)C=CC31CCN(C)C2 (stereo not drawn) | 99&92 | 0.2&-2.5 | -1&1 | -4&2 | 0&8 | -0.5&-2.8 | -5&-1 | -1 | 0&-20
Cc1cccc(NC2=C(C#N)C(=O)NC3(CCCC3)S2)c1 | 96 | -1.7 | -1 | 6 | 8 | -4.1 | 7 | 5 | 6
O=C(Nc1cccc(-c2nc3cccnc3s2)c1)C1c2ccccc2Oc2ccccc21 | 95 | -1.2 | -6 | 0 | -3 | -2.4 | -1 | 32 | -5
CC1(C)CC2(CCO1)OC(=O)CC2C(=O)Nc1c(Cl)cccc1Cl (stereo not drawn) | 89 | 0.6 | 0 | 0 | 11 | -0.6 | -2 | . | -19
Cc1ccc(Nc2nc(N)nc(CSc3nncn3C)n2)cc1 | 108 | -0.9 | -2 | 3 | 4 | -2.2 | 5 | -22 | 3
CCOC(=O)NCC(C#CCN(CC)CC)N(CC)CC (stereo not drawn) | 101 | -3.5 | 3 | 1 | 5 | -2.2 | -7 | 32 | -4
COc1ccc(C(=O)NNC(=O)CSc2nc3c([nH]2)c(=O)n(C)c(=O)n3C)cc1 | 92 | -0.4 | -3 | -2 | -2 | -2.6 | -5 | 7 | -3
CCOc1cccc(OCCOCCNC(C)(C)C)c1 | 98 | -3.9 | 4 | -1 | -8 | -4.7 | 9 | 10 | -1
Cc1ccccc1N(CC(=O)Nc1ccc(F)cc1)S(C)(=O)=O | 102 | -2.4 | -11 | -4 | 4 | -2.9 | 19 | -3 | 4
O=C(Sc1cccc2cccnc12)c1ccc(F)cc1 | 104 | -5.5 | 5 | 17 | -2 | -2.6 | -50 | -14 | -1
CC(C)(C)c1nn(-c2ccccc2)c2[nH]c(=O)c(CNCc3ccco3)cc12 | . | -2.8 | 3 | 22 | 30 | -1.8 | 12 | -5 | .

2 entries from above, as a markdown table.
| compound | MEKK2wt PB1 HTS | VIM-2 inh | DNA FID counter | PfM18AAP inh | HCV NS3 hel inh | IMP-1 inh | UBC9 SUMO inh | NALP1 inh | MEKK2 mut-MEK5 |
| --- | --- | --- | --- | --- | --- | --- | --- | --- | --- |
| COc1cccc(CN2CCN(Cc3cccn3-c3cccnc3)CC2CCO)c1 (stereo not drawn) | 98 | -3.2 | 0 | -6 | -1 | -1.5 | 14 | -17 | -6 |
| Cn1c(=O)c(C(=O)CN2CCc3ccccc32)c(N)n(Cc2ccccc2)c1=O | 91 | -1.6 | -11 | 9 | 7 | -3.5 | -4 | 24 | 3 |

Other compounds follow:
SMILES | MEKK2wt PB1 HTS | VIM-2 inh | DNA FID counter | PfM18AAP inh | HCV NS3 hel inh | IMP-1 inh | UBC9 SUMO inh | NALP1 inh | MEKK2 mut-MEK5
COCCNC(=O)c1onc(CSc2ccccc2)c1C(=O)O | 111 | -0.8 | 0 | 1 | 1 | -2.5 | -2 | -19 | 7
COc1ccc(NS(=O)(=O)c2cc(NC(=O)c3ccc(F)cc3)ccc2OC)cc1 | 104 | -2.4 | -9 | 0 | -9 | -3.3 | -9 | 30 | -2
Cc1nc(N[C@@H](Cc2ccccc2)C(=O)O)c2oc3ccccc3c2n1 | . | -4.1 | -31 | 6 | 10 | -3.2 | -4 | -9 | .
O=C(N/N=C/c1cnc(N2CCCCC2)s1)c1ccc(C(F)(F)F)cc1 | 103 | -3.6 | 0 | 7 | 6 | -2.4 | 16 | 8 | 8
O=C(COc1ccc(F)cc1)NNC(=O)c1cc2ccccc2oc1=O | 104 | -2.4 | 1 | 0 | 7 | -5.3 | -2 | 14 | -2
CCOc1ccc(N2C(=O)CC(N3CCN(c4ccccc4F)CC3)C2=O)cc1 (stereo not drawn) | . | -3.0 | -14 | 5 | -5 | -3.4 | 18 | 2 | .
COc1cccc(NC(=O)CN2C(=O)CSc3ccc(S(=O)(=O)N4CCC(C)CC4)cc32)c1 | 98 | -3.9 | -30 | -2 | -16 | 0.3 | . | -2 | -1
NN/C(=C\[N+](=O)[O-])Nc1ccccc1 | 86 | -0.8 | 4 | 3 | -8 | -4.4 | 0 | 6 | -11
O=C(O)c1ccc(Nc2nc(-c3ccccc3)nc3ccccc23)cc1 | 99 | -0.6 | -16 | 4 | -5 | -2.1 | -1 | 10 | 0
C=CCn1c(SCc2ccc3nonc3c2)nnc1-c1cccs1 | 103 | 0.2 | -18 | 1 | -1 | -2.5 | 8 | 9 | 3
Cc1cccc(NC(=O)c2cc(Cl)ccc2[N+](=O)[O-])c1 | 111 | -2.8 | -2 | -1 | -6 | -3.4 | 18 | 37 | 1
CC(C)Oc1ccc(C(=O)NC(Cc2c[nH]c3ccccc23)C(=O)NN)cc1 (stereo not drawn) | 99 | -0.5 | -12 | -11 | -9 | -0.8 | 14 | . | -6
O=C(NCc1ccco1)C1CCCN(S(=O)(=O)c2cccc3cccnc23)C1 (stereo not drawn) | 95 | -5.6 | -7 | 2 | 2 | -5.6 | 9 | -9 | -3
COc1ccccc1CN1CC(C(=O)N(C)CCOc2ccccc2)CCC1=O (stereo not drawn) | 104 | -0.3 | -36 | -2 | -3 | -2.1 | -7 | 14 | -1
C=CC(=O)N1c2ccccc2Sc2ccc(NC(=O)OCC)cc21 | 98 | -3.2 | -23 | -1 | -3 | -3.9 | . | . | 5
CC1CCCCC1NC(=O)C1CCC(CNS(=O)(=O)c2ccc(F)cc2)CC1 (stereo not drawn) | 108 | 2.4 | -27 | -3 | -20 | -3.1 | 7 | 0 | 3
CC(C)n1c(=O)[nH]c2ccccc21 | 88 | -3.4 | -5 | -11 | -1 | -5.0 | 6 | -7 | -11
CCC(=O)Nc1cccc(NC(=S)NC(=O)c2ccccc2Cl)c1 | 98 | -5.1 | -11 | -3 | 0 | -1.8 | 1 | 12 | 6
COc1ccc(OC)c(NS(=O)(=O)c2ccc(NC(C)=O)cc2)c1 | 107 | -3.0 | -1 | 2 | -7 | 1.0 | 8 | 4 | 3
COC(=O)CC1COc2ccccc2N1C(=O)c1cccc(C(F)(F)F)c1 (stereo not drawn) | 99 | -0.6 | -13 | -4 | -5 | 1.0 | -4 | -10 | -45
Cc1ccc(-n2ncc3c2CC(C)(C)CC3NC(=O)CCCN2CCCC2=O)cc1 (stereo not drawn) | 105 | -1.5 | -45 | -4 | -3 | -1.5 | 12 | 11 | 7
CCn1c(SCC(=O)N2CCCCCC2)nc2c([nH]c3ccccc32)c1=O | 112 | -2.1 | -12 | 0 | -11 | -1.8 | 4 | 2 | 10
N=C1/C(=C/c2ccc(OCc3ccccc3F)cc2)C(=O)N=C2SC(CC(=O)N3CCOCC3)=NN12 | 97 | -1.9 | -33 | 5 | 46* | -0.1 | 4 | 26 | -8
O=c1[nH]oc(O)c1-c1ncc(C(F)(F)F)cc1Cl | 102 | -3.0 | -1 | 3 | 1 | -2.4 | 20 | 22 | -5
CCn1c2ccc(C)cc2c2nnc(SCCN3CCOCC3)nc21 | 103 | 11* | -21 | -2 | 13 | -1.5 | 9 | 5 | 4

Continued.
SMILES | MEKK2wt PB1 HTS | VIM-2 inh | DNA FID counter | PfM18AAP inh | HCV NS3 hel inh | IMP-1 inh | UBC9 SUMO inh | NALP1 inh | MEKK2 mut-MEK5
COC(=O)CSc1nc2c(c(C3CC=CCC3)c1C#N)CCC2 (stereo not drawn) | 104 | -2.0 | -4 | 1 | 2 | -1.6 | -50 | -12 | 3
CCOC(=O)CNC(=O)COc1coc(CN2CCN(c3ccccc3F)CC2)cc1=O | 102 | 0.7 | -21 | -17 | -1 | -0.7 | 14 | 11 | 0
COC(=O)CCCC(=O)NC(C)c1cnn(-c2ccccc2C)c1C (stereo not drawn) | 90 | -3.7 | 3 | -2 | -5 | -3.4 | 18 | 10 | -12
COc1ccccc1CCN=C(N)NS(=O)(=O)c1cccs1 | . | -0.4 | -3 | -4 | -8 | -0.4 | 24 | -22 | .
COc1cc(C2C(C#N)=C(C)NC(C)=C2C#N)cc(OC)c1OC | 104 | -3.4 | -4 | 3 | 2 | -1.8 | 4 | 10 | 1
O=[N+]([O-])c1cc(CN2CCCC2)c2cccnc2c1O | 101 | 38* | -7 | 5 | 25 | -4.9 | 49 | 13 | 0
Cc1ccc(-c2noc(CNC(=O)c3ccoc3C)n2)cc1 | 92 | -2.1 | -32 | -9 | 13 | -3.8 | 19 | 18 | 0
